# CHRM1 agonist: agonists of human M1 muscarinic receptor | P11229 | CHO-K1 hM1, Fluo-8 calcium fluorescence, agonist mode; 0% DMSO, 100% acetylcholine EC100 | activation, % at 3 µM | 360,000 tested, 0.33% active | AID 588814;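 active = activation above the run's mean compound activation plus 3 SD, cut at about 16% in these data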;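 note: peak over basal fluorescence ratio within a 140 s kinetic read after compound addition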
# Target sequence (P11229 whole entry, looked up): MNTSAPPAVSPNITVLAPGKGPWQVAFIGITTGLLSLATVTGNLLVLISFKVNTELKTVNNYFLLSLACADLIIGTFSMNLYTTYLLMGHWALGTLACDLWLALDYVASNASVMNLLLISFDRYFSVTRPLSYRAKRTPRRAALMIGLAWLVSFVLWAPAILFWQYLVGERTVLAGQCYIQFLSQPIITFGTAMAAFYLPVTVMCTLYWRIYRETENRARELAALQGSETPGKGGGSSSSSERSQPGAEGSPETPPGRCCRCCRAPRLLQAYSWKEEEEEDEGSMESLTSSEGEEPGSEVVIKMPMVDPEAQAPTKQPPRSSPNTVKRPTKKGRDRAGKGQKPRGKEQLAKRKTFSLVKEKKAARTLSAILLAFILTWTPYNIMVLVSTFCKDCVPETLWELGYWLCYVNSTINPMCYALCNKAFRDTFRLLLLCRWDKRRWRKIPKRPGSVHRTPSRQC
# CHRM1 antagonist: human CHRM1 antagonism. 360,000 tested, 1.3% active. P11229. inhibition, % at 3 µM. CHO-K1 hM1, Fluo-8 calcium fluorescence, ACh EC80 antagonist. AID 588852;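 active = percent inhibition above its own plate's cutoff, namely the mean of that plate's compound wells plus 3 SD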;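 note: peak over basal fluorescence ratio during 140 s after agonist addition; 0% = ACh EC80 plus DMSO and 100% = DMSO alone without agonist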
# M1 ag parental: nonselective activator or artifact in parental CHO-K1 cells | Fluo-8 calcium fluorescence; scaled to maximal ATP response, vehicle zero | activation, % at 3 µM | 360,000 tested, 0.48% active | AID 602248; in the data active = activation above about 15%;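 note: untransfected CHO-K1 host cells lacking M1 receptor as counterscreen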
# TAAR1 antagonist: antagonists of human TAAR1; CHO RD-HGA16 TAAR1, Fluo-8 calcium fluorescence, antagonist; inhibition, % at 3 µM; 360,000 tested, 1.5% active; AID 624466;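 active = inhibition above a per-plate cutoff, the mean inhibition of test compounds on that plate plus 3 SD, cut at about 49% in these data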;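 note: 0% = DMSO plus EC80 beta-PEA response and 100% = DMSO alone without agonist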
# Target sequence (Q96RJ0 whole entry, looked up): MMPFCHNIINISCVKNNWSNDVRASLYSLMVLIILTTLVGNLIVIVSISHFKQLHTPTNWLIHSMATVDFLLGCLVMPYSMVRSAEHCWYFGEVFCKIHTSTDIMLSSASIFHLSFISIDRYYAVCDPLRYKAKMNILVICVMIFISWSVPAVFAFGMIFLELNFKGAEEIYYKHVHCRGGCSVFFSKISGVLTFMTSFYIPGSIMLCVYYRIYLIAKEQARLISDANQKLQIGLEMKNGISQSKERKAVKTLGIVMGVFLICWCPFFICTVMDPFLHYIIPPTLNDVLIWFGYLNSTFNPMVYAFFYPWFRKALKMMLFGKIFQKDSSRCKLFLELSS
#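 Test system – hTAAR1-expressing CHO RD-HGA16 cells, Gα16-coupled · Also added – β-PEA at EC80 concentration, post-compound challenge · Compound – 3 µM, single point · Incubation – dye loading 75 min at 37 °C, then 30 min room temperature · Measured by – Fluo-8 intracellular calcium dye fluorescence, real-time kinetic reads · Benchmarks – vehicle and agonist controls · Replicates – singlicate, one well per test compound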
# CHO parental Ca: counter-screen for OX1R antagonists: effect in parental CHO cells; inhibition, % at 5.6 µM; AID 463079; parental CHO-K1, ATP-induced calcium, Fluo-8 fluorescence; 330,000 tested, 0.63% active;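 active = inhibition above that plate's mean sample inhibition plus 3 SD, cut at about 26% in these data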;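 note: 0% = ATP-challenged DMSO wells and 100% = DMSO wells without ATP; some compounds past the cut are filed as inactive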
#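 Measured by: calcium-sensitive Fluo-8 fluorescence / Test system: CHO parental line / Controls: ATP-challenged DMSO wells low, unchallenged DMSO wells high / Measure: % inhibition / Compound: single nominal dose of 5.6 µM per compound / Replicates: single well per compound, no replicates / Reagent: ATP as calcium-mobilizing challenge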
# TAAR1 agonist: human TAAR1 agonism | activation, % at 3 µM | Q96RJ0 | 360,000 tested, 0.99% active | CHO RD-HGA16 TAAR1, Fluo-8 calcium fluorescence; vehicle wells 0%, saturating PEA agonist 100%;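 active = activation above the mean activation of all test compounds in the run plus 3 SD, cut at about 38% in these data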
#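 System: CHO RD-HGA16 cells carrying human TAAR1 plus Gα16; Incubation: 17-24 h seeding, 75 min 37 °C dye, 30 min RT; Measured by: Fluo-8 fluorescence, 5 s baseline then 140 s kinetic read; Control set: DMSO and PEA EC100; Replication: single well for each compound.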
# CHO-K1 Ca PAM: M1 PAM counterscreen hit in parental CHO-K1 cells; activation, % at 3 µM; ATP EC20, Fluo-8 calcium fluorescence; 0% at ATP EC20, 100% at ATP max; 360,000 tested, 0.02% active;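 active = activation above the run cutoff, the mean activation of all test compounds plus 3 SD, cut at about 40% in these data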;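 note: peak over basal fluorescence ratio in a 140 s read after ATP addition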
# CHO-K1 Ca antag: nonselective inhibitor or artifact in parental CHO-K1 cells; ATP-induced calcium, Fluo-8 fluorescence; inhibition, % at 3 µM; 360,000 tested, 0.6% active; AID 602250;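 active = inhibition above a per-plate cutoff, the plate's mean sample inhibition plus 3 SD, cut at about 24% in these data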;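 note: 0% = DMSO plus EC80 ATP and 100% = DMSO alone without ATP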
# CHRM1 PAM: positive allosteric modulators of human M1 muscarinic receptor; P11229; CHO-K1 hM1, Fluo-8 calcium fluorescence, ACh EC20; 0% = ACh EC20, 100% = maximal ACh; activation, % at 3 µM; AID 588819; 360,000 tested, 0.088% active; in the data active = activation above about 19%, passing the limit was not always enough
# * hit, by the source's call; / = not tested or not shown. Not a hit list; 4.4% or so of the library scored in one or more.
SMILES,CHRM1 agonist,CHRM1 antagonist,M1 ag parental,TAAR1 antagonist,CHO parental Ca,TAAR1 agonist,CHO-K1 Ca PAM,CHO-K1 Ca antag,CHRM1 PAM
CCOC(=O)c1cccc(NC(=O)CSc2nnc(-c3ccoc3C)n2CC)c1,-2,-36,-0.6,-5,-15,6,18,-11,15
COc1ccc(C2CC(C(F)(F)F)n3nc(C(=O)N(C)Cc4cn(C)nc4C)c(Cl)c3N2)cc1 (stereo not given),-4,-8,0.1,-13,-19,-3,5,-3,4
Cc1cc2nn(-c3ccc(Cl)cc3)nc2cc1N,0,-7,0.3,8,-5,0,2,-8,21
O=C(NC(=S)N1CCN(c2ccc(O)cc2)CC1)c1ccco1,-2,-5,0.1,-14,-5,1,-5,2,1
COc1ccc(CN2[C@@H](CC(C)=O)c3ccc(/C=C/C(C)=O)cc3S2(=O)=O)cc1,-4,16,1.6,16,-7,6,0,-2,-6
Cc1ccc2ccc(C#N)cc2c1O,-3,-10,0.1,9,/,1,3,2,7
O=C(NCc1ccccc1)C1Cc2ccccc2CN1C(=O)c1ccco1 (stereo not given),0,7,0.4,-10,-31,2,-7,-7,2
CC(C)C(CCNC1CCN(C)CC1)c1ccc(Cl)cc1 (stereo not given),-9,1,6.4,5,-16,1,15,-4,-2
CC(C)c1nnc(NC(=O)c2cc3ccccc3o2)s1,-3,-4,0.0,-6,4,3,3,-10,7
Cc1ccc(S(=O)(=O)N2C[C@H]3C(=O)C[C@@H](c4ccccc4)N(S(=O)(=O)c4ccc(C)cc4)[C@H]3C[C@H]2c2cccc(Cl)c2)cc1,1,-20,1.0,-2,/,-1,16,-5,9
Cc1ccccc1S(=O)(=O)NC(=O)C1(C)CCN1C(=O)CC1CCCC1 (stereo not given),0,-16,0.0,-4,/,2,15,-6,12
Cc1cc(C)c(NS(=O)(=O)c2ccc(Cl)c(C(=O)O)c2)c(C)c1,-4,-10,0.2,3,-5,18,29,-13,9
CN(Cc1nc(Cc2cccc(C(F)(F)F)c2)no1)C1CC(C)(C)NC(C)(C)C1,-13,1,0.3,11,-35,1,11,-1,13
O=C(CN1CCN(c2ncc(C(F)(F)F)cc2Cl)CC1)N1CCN(c2ncc(C(F)(F)F)cc2Cl)CC1,0,-6,0.8,12,-15,3,13,-8,-6
COc1ccccc1NC(=S)N1CCC(c2nc3ccccc3o2)CC1,-7,-6,0.3,11,-14,0,6,0,3
O=C(CCN1CCCO1)N1CCCC(N2CCN(c3ccccc3F)CC2)C1 (stereo not given),-6,-6,0.4,-25,-21,1,2,-6,-1
Nc1ccc2oc3ccc(N)cc3c(=O)c2c1,-4,11,-0.1,-17,10,6,-5,1,-3
Cc1cc2oc(=O)cc(CNc3ccccc3F)c2cc1O,-3,3,6.7,6,4,4,-6,-3,-4
O=c1nc(-c2ccccc2)n(-c2ccccc2)[nH]1,-5,0,-0.2,-13,-2,1,4,8,-5
Nc1c(-c2ccccc2)cnc2ncnn12,-2,-6,0.8,-5,-12,2,27,-13,8
CCCCCc1c2c(cc(O)c1C(=O)O)OC(=O)c1cc(C(=O)CCCC)c(OC)cc1O2,14,3,0.0,22,-7,0,13,9,1
O=C(CN1C(=O)NC2(CCCc3ccccc32)C1=O)c1ccc(F)c(F)c1 (stereo not given),-1,-17,1.3,-3,-24,4,13,-9,3
Cc1cc(NC(=O)c2ccc3sc([C@@H]4O[C@H](CO)[C@H](O)[C@H](O)[C@H]4O)nc3c2)n(C)n1,-1,-3,-0.1,-18,/,2,-12,10,1
COc1ccc(S(=O)(=O)N(CC(=O)NCC2CCCO2)c2ccc(Cl)cc2)cc1 (stereo not given),-6,-5,2.5,8,-40,0,11,-19,4
CCN(C(=O)COC(=O)/C(=C/c1ccccc1)NC(C)=O)c1c(N)n(Cc2ccccc2)c(=O)[nH]c1=O,-3,3,-0.1,-8,/,2,-9,-6,2
C=CCN(CC=C)C(=O)c1ccc(OC2CCN(Cc3ccccn3)CC2)cc1,-12,-12,1.1,5,-15,6,26,-12,8
Cn1nc(N)c2c(-c3ccccc3)c(C#N)c(N)nc21,-4,5,1.5,0,-4,2,17,-4,3
CC[C@@H]1C=C(C(=O)O)[C@H](c2ccc(F)cc2)N1S(=O)(=O)c1ccc(C)cc1,-4,0,-0.2,1,0,0,15,-10,4
Cc1c(NC(=O)CSc2nnc(Nc3ccccc3)s2)c(=O)n(-c2ccccc2)n1C,-5,-6,-0.5,-28,-13,3,9,-1,8
OCCNCC(O)CN1c2ccccc2Sc2ccccc21 (stereo not given),-8,-15,0.3,6,/,1,-9,-1,5
Cc1cc(C(=O)N/N=C/c2ccc(N(C)C)cc2)c2ccccc2n1,-6,13,3.9,5,-12,0,5,9,-13
O=C(C1CCCCC1)N1CCCn2c1nc1ccccc12,-6,-7,-0.1,-8,-13,0,-2,14,1
CCn1c(=O)c(C(=O)CC#N)c(N)n(Cc2ccccc2)c1=O,4,-2,0.3,1,-16,0,7,-2,-2
CC(=O)c1cccc(N(C(=O)Cn2nnc3ccccc32)C(C(=O)NC2CCCCC2)c2cn(C)nc2C)c1 (stereo not given),-2,-8,0.8,-3,-13,1,9,-10,8
CCO[C@@H]1OC(C(=O)NC2CC2)=C[C@H](C2CC2)[C@H]1CCCO,-2,-2,0.1,12,-12,6,0,-3,-2
CC(c1ccccn1)N(CCN(C)C)C(=S)Nc1ccccc1F (stereo not given),-6,-13,0.3,-25,-8,5,26,-18,11
O=C(CN1CCc2ccccc21)NCc1ccccc1Cl,-8,-3,1.8,6,-13,-1,23,2,4
CC(=O)Nc1ccc(OC(=O)c2ccc(Cl)cc2)cc1,-4,2,2.1,-8,15,3,23,-1,5
CCn1ccnc1CN1CCN(CC(C)C)C(CCO)C1 (stereo not given),-7,-9,0.1,-25,-14,6,6,-4,3
Cc1nc(-c2ccccc2)sc1C(=O)Nc1ccccc1F,-5,18,0.6,8,-18,9,-12,8,-8

# 13 entries from above, sorted by heavy-atom count, ascending.
SMILES,CHRM1 agonist,CHRM1 antagonist,M1 ag parental,TAAR1 antagonist,CHO parental Ca,TAAR1 agonist,CHO-K1 Ca PAM,CHO-K1 Ca antag,CHRM1 PAM
CC(=O)Nc1ccc(OC(=O)c2ccc(Cl)cc2)cc1,-4,2,2.1,-8,15,3,23,-1,5
O=C(CN1CCc2ccccc21)NCc1ccccc1Cl,-8,-3,1.8,6,-13,-1,23,2,4
CCO[C@@H]1OC(C(=O)NC2CC2)=C[C@H](C2CC2)[C@H]1CCCO,-2,-2,0.1,12,-12,6,0,-3,-2
CCn1c(=O)c(C(=O)CC#N)c(N)n(Cc2ccccc2)c1=O,4,-2,0.3,1,-16,0,7,-2,-2
CC(c1ccccn1)N(CCN(C)C)C(=S)Nc1ccccc1F (stereo not given),-6,-13,0.3,-25,-8,5,26,-18,11
Cc1cc(C(=O)N/N=C/c2ccc(N(C)C)cc2)c2ccccc2n1,-6,13,3.9,5,-12,0,5,9,-13
O=C(CN1C(=O)NC2(CCCc3ccccc32)C1=O)c1ccc(F)c(F)c1 (stereo not given),-1,-17,1.3,-3,-24,4,13,-9,3
COc1ccc(S(=O)(=O)N(CC(=O)NCC2CCCO2)c2ccc(Cl)cc2)cc1 (stereo not given),-6,-5,2.5,8,-40,0,11,-19,4
Cc1cc(NC(=O)c2ccc3sc([C@@H]4O[C@H](CO)[C@H](O)[C@H](O)[C@H]4O)nc3c2)n(C)n1,-1,-3,-0.1,-18,/,2,-12,10,1
Cc1c(NC(=O)CSc2nnc(Nc3ccccc3)s2)c(=O)n(-c2ccccc2)n1C,-5,-6,-0.5,-28,-13,3,9,-1,8
CCCCCc1c2c(cc(O)c1C(=O)O)OC(=O)c1cc(C(=O)CCCC)c(OC)cc1O2,14,3,0.0,22,-7,0,13,9,1
CCN(C(=O)COC(=O)/C(=C/c1ccccc1)NC(C)=O)c1c(N)n(Cc2ccccc2)c(=O)[nH]c1=O,-3,3,-0.1,-8,/,2,-9,-6,2
CC(=O)c1cccc(N(C(=O)Cn2nnc3ccccc32)C(C(=O)NC2CCCCC2)c2cn(C)nc2C)c1 (stereo not given),-2,-8,0.8,-3,-13,1,9,-10,8

# (cont.)
SMILES,CHRM1 agonist,CHRM1 antagonist,M1 ag parental,TAAR1 antagonist,CHO parental Ca,TAAR1 agonist,CHO-K1 Ca PAM,CHO-K1 Ca antag,CHRM1 PAM
O=c1[nH]c2ccccc2n1C1CCCCC1,-11,6,0.2,10,-18,2,9,-15,-4
Cc1ccc(S(=O)(=O)N2CCOCC2)cc1C(=O)N1CCCCCC1,-4,2,-0.2,-11,-8,2,6,1,1
C=CCOc1ccc(/C=C/C(=O)OCC(=O)Nc2c(C)n(C)n(-c3ccccc3)c2=O)cc1,-2,-16,0.8,-4,-15,0,-3,39*,4
CC(=O)Nc1ccc(S(=O)(=O)N(C)C2CCN(C)CC2)cc1,-5,-3,-0.3,2,8,-1,-5,3,2
Cc1ccc(-c2nn(-c3ccccc3)cc2C=C2SC(=S)N(CCS(=O)(=O)O)C2=O)cc1,0,-20,0.3,-6,/,1,11,-4,28*
CC(=O)c1cnc2nc(C(F)(F)F)nn2c1C,-2,-14,0.2,-12,12,0,6,-7,7
c1ccc(SCc2nc3ccccc3s2)nc1,-3,-9,0.1,-3,-6,4,-3,-6,4
Cc1c(CC(=O)NCCCCCC(=O)O)c(=O)oc2cc3c(cc12)CCC(C)(C)O3,-2,3,0.4,-23,/,9,-1,-17,-3
COc1cccc(/C=N/Nc2nnc(C)n2N)c1OCc1ccccc1Cl,0,-5,0.1,-22,2,1,22,-3,8
CCn1c(SCC(=O)Nc2ccc(Cl)cc2)nnc1C1CC1,-6,-16,1.1,-13,-7,1,13,-1,7
Cc1ccc(-n2c(C)cc(/C=N/NC(=O)c3ccncc3)c2C)cc1,1,3,1.3,-2,-4,7,-2,-7,5
CCc1ccc(CN2CCC(C(=O)Nc3ccc(-n4nc(C)cc4C)cc3)CC2)o1,-4,-5,2.3,-5,-11,3,-13,-3,1
Cc1ccc(OCC(=O)NCCS(=O)(=O)N2CCN(c3ccccc3)CC2)cc1,-2,-6,0.5,7,-16,1,5,-3,3

# Compound activity: PubChem BioAssay, The Scripps Research Institute Molecular Screening Center
